Screening results from PubChem BioAssay.
GLP1R cytotox – cytotoxic in the GLP-1 receptor inverse agonist counter-screen. HEK293 cAMP-luciferase reporter cells, luminescence, 24 h. Potency, µM (highest dose often 38.3 µM), for the others: top-dose activity change, negative = inhibition, most hits filed as inhibitors. 410,000 compounds, 0.13% hits;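 note: loss of luciferase light is scored as toxicity; potency is the fitted concentration of half-maximal effect; % is set by controls: 0 for no effect and ±100 for the full control effect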
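Here, cytotoxicity is scored as loss of luminescence. The MLSMR collection was tested on cells seeded in medium containing 10% Nu serum, with a 24 hr compound exposure preceded by 12 hours of culture.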
pAkt inh – Akt phosphorylation inhibition; activity change, % for hits at 50 µM; Neuro2A IGF-stimulated pAkt S473 HTRF, 20 min; active compounds read low; 360,000 compounds, 0.32% hits; in the data active = activity change below about -80%; inconclusive = mostly about -51% to -80%; note: % is set by controls: 0 for no effect and ±100 for the full control effect
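Single-point screen (50 µM final compound) in Neuro2A cells stimulated 20 min with 6 nM IGF at 37 deg C. After lysis, Ser473-phosphorylated Akt read by HTRF (ex 330 nm, em 615/665 nm) as the 665/615 ratio.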
aSyn yeast inh – alpha-synuclein toxicity inhibition in yeast; Yeast expressing alpha-synuclein, growth rescue, BacTiter-Glo, 24 h; Potency, µM (highest dose often 46.1 µM), for the others: top-dose growth rescue (activation), most hits filed as activators; 370,000 compounds, 0.14% hits; AID 652106; note: potency is the fitted concentration of half-maximal effect; % of control where 0% means no effect; nearly all actives have a fitted effect of over 65% in size
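Galactose-induced alpha-syn yeast (OD600=0.02, raffinose-pregrown) + pinned cpd, 24 hr, 30 deg C; growth by BacTiter-Glo luminescence. Growth restoration scores as activation.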
PTHR1 agonist – agonists of human PTHR1 parathyroid hormone receptor; 410,000 compounds, 0.075% hits; HEK293 GP2 PTHR1 cells, GloSensor cAMP luminescence, 1 h; Potency, µM (highest dose often 115 µM), inactives show top-dose activation, most hits filed as activators; Q03431; AID 743266; note: potency is the fitted concentration of half-maximal effect; nearly all actives have a fitted effect of over 55% in size; some results filed as inactive show a strong effect at the top dose; inactives centre near -15; many of its hits are not listed in these tables
Target sequence (Q03431 whole entry, looked up): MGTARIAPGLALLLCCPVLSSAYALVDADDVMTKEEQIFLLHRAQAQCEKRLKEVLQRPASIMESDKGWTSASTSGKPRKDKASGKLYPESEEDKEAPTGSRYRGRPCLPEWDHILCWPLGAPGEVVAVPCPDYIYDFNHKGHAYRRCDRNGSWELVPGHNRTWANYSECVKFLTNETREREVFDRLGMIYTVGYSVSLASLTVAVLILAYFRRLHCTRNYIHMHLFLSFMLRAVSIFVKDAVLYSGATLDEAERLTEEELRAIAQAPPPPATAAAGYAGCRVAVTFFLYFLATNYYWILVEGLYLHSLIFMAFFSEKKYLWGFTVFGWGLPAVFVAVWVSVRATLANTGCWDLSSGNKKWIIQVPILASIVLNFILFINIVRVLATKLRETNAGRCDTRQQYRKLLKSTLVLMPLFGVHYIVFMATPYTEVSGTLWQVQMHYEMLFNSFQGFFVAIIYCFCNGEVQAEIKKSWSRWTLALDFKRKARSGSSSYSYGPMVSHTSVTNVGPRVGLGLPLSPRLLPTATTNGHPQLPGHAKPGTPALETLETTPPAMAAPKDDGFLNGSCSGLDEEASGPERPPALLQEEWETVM
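HEK-293-derived GP2 cells expressing PTHR1 and a GloSensor cAMP reporter, 3,000/well, plated overnight, given luciferin plus IBMX (each 0.5 mM as added) for 1 h at 37 °C, then compound for 1 h at 37 °C. Luminescence was read after 15 min at room temperature.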
Mm-Cpn inhibitor – M. maripaludis TRiC chaperonin inhibition; purified Mm-Cpn ATPase, ADP Transcreener TR-FRET; Potency, µM (highest dose often 76.9 µM), for inactives: at the highest dose activity, negative = inhibition, usual class: inhibitors; 330,000 compounds, 0.031% hits; AID 504842; note: potency is the fitted concentration of half-maximal effect; % is set by controls: 0 for no effect and ±100 for the full control effect; nearly all actives have a fitted effect of over 80% in size
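Compound-treated chaperonin, 25 nM final, turns over 10 uM ATP at 37°C for 30 min following a 10 min preincubation; ADP generated competes with ADP-d2 for Eu-cryptate antibody, lowering FRET.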
Abeta rescue – restores growth of yeast expressing A-beta42 peptide | Potency, µM (titrated, usually from 46.1 µM), for the others: at the top dose growth rescue, hits mostly activators | yeast expressing A-beta42, growth rescue, OD600, 48 h; response scale: 0% DMSO, 100% iron-clioquinol control | AID 1347071 | 410,000 compounds, 0.063% hits; note: potency is the fitted concentration of half-maximal effect; nearly all actives have a fitted effect of over 55% in size
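Yeast A-beta toxicity model in growth medium with pinned compounds, 48 h at 30 C; growth read as absorbance at 600 nm. Normalized to FeCl3/clioquinol equimolar mix (positive) and DMSO (negative).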
TDP43 rescue – rescues yeast growth from TDP-43 toxicity; 410,000 compounds, 1.8% hits; Potency, µM (doses to about 46.1 µM), for inactives: at the highest dose growth rescue (activation), most hits filed as activators; TDP-43 expressing yeast growth rescue, BacTiter-Glo, 24 h; AID 652104; note: potency is the fitted concentration of half-maximal effect; % of control where 0% means no effect; nearly all actives have a fitted effect of over 50% in size
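Cell-based yeast growth screen: TDP-43 expression induced in galactose, inoculum OD600=0.02 after raffinose pregrowth to mid-log. Read-out BacTiter-Glo luminescence at 24 hr, 30 deg C; inhibition of toxicity seen as signal increase.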
FUS yeast rescue – FUS proteinopathy suppression in yeast; Potency, µM (highest dose often 76.6 µM), for inactives: at the top dose growth rescue (activation), usual class: activators; 390,000 compounds, 0.24% hits; S. cerevisiae FUS-expressing, growth rescue, OD600, 24 h;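 note: potency is the fitted concentration of half-maximal effect; plate controls were DMSO vehicle for no effect and reference control for full effect; nearly all actives have a fitted effect of over 55% in size; some results filed as inactive show a strong effect at the top dose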
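Galactose (2%) drives FUS expression in yeast precultured in raffinose; seeding density OD 0.005. Test compounds incubated 24hr at 30C and 99% humidity before absorbance at 600 nm was measured.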
GLP1R inv ag – acts as inverse agonist at human GLP-1 receptor. P43220. HEK293 GLP-1R CRE-luciferase, luminescence, 24 h; GLP-1R form is constitutively active. Potency, µM (top dose mostly 38.3 µM), without a hit: top-dose activity change, negative = inhibition, usual class: inhibitors. 410,000 compounds, 1.6% hits; note: potency is the fitted concentration of half-maximal effect; % is set by controls: 0 for no effect and ±100 for the full control effect; nearly all actives have a fitted effect of over 55% in size
Target sequence (P43220 whole entry, looked up): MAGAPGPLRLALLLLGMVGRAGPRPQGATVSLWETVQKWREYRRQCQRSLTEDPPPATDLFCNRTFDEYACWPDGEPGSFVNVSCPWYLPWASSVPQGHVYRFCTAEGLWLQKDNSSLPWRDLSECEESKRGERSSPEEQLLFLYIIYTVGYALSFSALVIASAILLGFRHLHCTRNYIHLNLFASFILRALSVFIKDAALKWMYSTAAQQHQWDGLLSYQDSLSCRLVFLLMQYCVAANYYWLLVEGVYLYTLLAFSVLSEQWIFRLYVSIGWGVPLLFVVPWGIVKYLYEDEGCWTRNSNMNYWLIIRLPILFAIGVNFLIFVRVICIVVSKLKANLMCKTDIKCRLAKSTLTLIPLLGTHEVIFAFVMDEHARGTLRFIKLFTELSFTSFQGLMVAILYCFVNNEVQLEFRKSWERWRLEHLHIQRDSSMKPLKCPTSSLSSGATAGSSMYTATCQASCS
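HEK293 cells stably co-expressing a cAMP-responsive luciferase reporter and constitutively active GLP-1R were seeded, incubated 12 h, then exposed to compounds for 24 h at 37 C. Luminescence was read 12 min after detection reagent; inverse agonists lower signal.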
Starred values were filed as active, the others as inactive; i = inactive; ? = inconclusive; · = no result given; [ ] = remark or other dose. Unless noted, calls come from the whole dose curve; as a rule, active = well fitted curve in the direction sought with a large enough effect; inconclusive = small, poorly fitted or top-dose-only effect, or another doubt; inactive = no such curve, though single readings can be large; an effect the other way counts as inactive or inconclusive. Only part of the results is shown. The share of hits here may be higher or lower than overall.

1: COc1ccc(NC(=S)Nc2cccc([N+](=O)[O-])c2)cc1
2: CCC1(CC)C(=O)C(C)(C)C(=O)OC1c1cccs1 (stereo not given)
3: CC(NC(=O)C1CCC1)c1ccc2c(c1)OCO2 (stereo not given)
4: c1nc(NCC2(N3CCOCC3)CCCCC2)c2ccsc2n1
5: Cc1cc(C)c(NS(=O)(=O)c2ccccc2)c(C)c1NS(=O)(=O)c1ccccc1
6: COc1ccccc1N1C(=O)C2CC=CC(C)C2C1=O (stereo not given)
assay / entry,1,2,3,4,5,6
GLP1R cytotox,3%,1%,-17%,-13%,-1%,34%
pAkt inh,i,i,i,i,i,i
aSyn yeast inh,0%,1%,1%,-2%,10%,0%
PTHR1 agonist,-18%[57.5 µM],i,-13%[57.5 µM],-10%,i,-1%[57.5 µM]
Mm-Cpn inhibitor,0%,0%,1%,0%,·,1%
Abeta rescue,2%,17%,1%,-4%,13%,5%
TDP43 rescue,?,2%,-20%,-1%,-15%,4%
FUS yeast rescue,-11%,-12%,8%,20%,15%,-6%
GLP1R inv ag,0%,-5%,-12%,-4%,-24%,2%

7: Cc1cc(NC(=O)c2cc(S(=O)(=O)N3CCCCC3)ccc2C)n(-c2ccccn2)n1
8: CCOCCCN(C(=O)CNC(=O)c1ccco1)C(C(=O)NC1CCCC1)c1cccc(OC)c1 (stereo not given)
9: CCOC(=O)NC(=O)c1cn(CCNCCO)c(=O)[nH]c1=O
10: Cc1csc(NC(=O)CS(=O)(=O)c2ccccc2)n1
11: CC(CN1CCN(C)CC1)OC(=O)c1cccc(Cl)c1 (stereo not given)
12: COc1cc(C2C(C(=O)Nc3ccc(C)cc3C)=C(C)Nc3nc(SCc4ccccc4)nn32)cc(OC)c1OC (stereo not given)
assay / entry,7,8,9,10,11,12
GLP1R cytotox,-4%,8%,9%,-4%,-4%,5%
pAkt inh,i,i,i,i,i,·
aSyn yeast inh,9%,3%,1%,1%,-5%,·
PTHR1 agonist,-26%[57.5 µM],i,-22%,i,-1%,i
Mm-Cpn inhibitor,-4%,-3%,0%,-2%,0%,·
Abeta rescue,0%,-3%,0%,-6%,5%,-6%
TDP43 rescue,21%,5%,14%,·,-2%,8%
FUS yeast rescue,-18%,-11%,10%,9%,17%,11%
GLP1R inv ag,15%,-5%,12%,1%,19%,0%

13: Cc1cccc(C(=O)N(c2ccccn2)C(C)c2ccco2)c1 (stereo not given)
14: O=C(NCc1ccccc1F)C1CCN(c2nn3cc(-c4ccc(F)cc4)nc3s2)CC1
15: COc1ccc(CCNC(=O)Nc2nc(C(N)CCc3ccccc3)cs2)cc1OC (stereo not given)
16: Cc1ccccc1N1C(=O)CC(Nc2ccc3c(c2)OCO3)C1=O (stereo not given)
17: O=C(c1ccc([N+](=O)[O-])cc1)N(Cc1ccc(Br)cc1)N1C(=O)CCCC1=O
18: CCC(C)N1CCN(S(=O)(=O)Cc2ccccc2)CC1 (stereo not given)
assay / entry,13,14,15,16,17,18
GLP1R cytotox,-4%,2%,3%,-10%,2%,-11%
pAkt inh,i,·,i,i,i,i
aSyn yeast inh,0%,·,-8%,0%,3%,-2%
PTHR1 agonist,i,i,i,-3%,-5%[57.5 µM],i
Mm-Cpn inhibitor,-2%,·,·,-2%,3%,0%
Abeta rescue,25%,-13%,-3%,2%,24%,1%
TDP43 rescue,4%,0%,18%,16%,-17%,-28%
FUS yeast rescue,3%,2%,10%,16%,24%,26%
GLP1R inv ag,-6%,4%,?,1%,0%,-4%

19: Cn1c(C(C(=O)NCC2CCCO2)N(CCc2ccccc2)C(=O)Cn2nnc3ccccc32)nc2ccccc21 (stereo not given)
20: COc1ccc(NS(=O)(=O)c2cccc(C(=O)NNC(=O)c3cc(C)oc3C)c2)cc1
21: CN(CC(=O)Nc1c(Cl)cccc1Cl)C(=O)CNC(=O)c1ccco1
22: O=C(COc1ccc(F)cc1)Nc1cccc(OCc2cc(=O)n3ccccc3n2)c1
23: c1cnc(N2CCSCC2)nc1
24: O=C(CN1C(=O)NC2(CCCc3ccccc32)C1=O)c1ccc(Br)cc1 (stereo not given)
assay / entry,19,20,21,22,23,24
GLP1R cytotox,-19%,-20%,13%,-3%,4%,0%
pAkt inh,i,i,i,·,i,i
aSyn yeast inh,1%,-8%,-5%,·,-2%,15%
PTHR1 agonist,i,i,-23%,-66%[inhibitor],-17%[57.5 µM],-24%
Mm-Cpn inhibitor,?,3%,-2%,·,-1%,-5%
Abeta rescue,0%,15%,3%,12%,7%,13%
TDP43 rescue,4%,0%,21%,0%,-6%,27%
FUS yeast rescue,·,12%,·,-15%,-11%,4%
GLP1R inv ag,25%,?,34%[activator],3%,3%,?

25: O=c1c2ccccc2nnn1CSc1nnc(C2COc3ccccc3O2)n1-c1ccccc1 (stereo not given)
26: CCCc1cc(=O)oc2cc3occ(C)c3cc12
27: COc1ccc(C2=NOC(Cn3nc(-c4ccccc4)cc3C(=O)O)C2)cc1 (stereo not given)
28: O=C(c1cccc(C(=O)N2CCN(c3ccccc3F)CC2)n1)N1CCN(c2ccccc2F)CC1
29: CCOc1ccc(C2C(C(=O)Nc3ccccc3)=C(C)Nc3nc(SCc4cc(C)ccc4C)nn32)cc1 (stereo not given)
30: Cc1ccc(NC(=O)CC2OC(=O)c3ccccc32)cc1S(=O)(=O)N1CCOCC1 (stereo not given)
assay / entry,25,26,27,28,29,30
GLP1R cytotox,-19%,4%,?,-18%,-8%,-15%
pAkt inh,i,i,i,i,·,i
aSyn yeast inh,19%,-11%,-7%,8%,·,4%
PTHR1 agonist,-10%,-1%,-45%[inhibitor],-46%[inhibitor],i,i
Mm-Cpn inhibitor,1%,-8%,2%,-3%,·,1%
Abeta rescue,-13%,-4%,4%,18%,-2%,-15%
TDP43 rescue,23%,-6%,7%,4%,7%,3%
FUS yeast rescue,?,?,4%,23%,1%,-14%
GLP1R inv ag,?,0%,16%,0%,-18%,23%

31: CC(=O)Nc1ccc(-c2noc(-c3csc([C@@H]4C[C@H](O)[C@@H](CO)O4)n3)n2)cc1
32: CCOC(=O)CSc1nc2cc(C(=O)N3CCCC3)ccc2c(=O)n1Cc1ccccc1
33: CC(=O)C[C@H](O)CC(=O)[C@H]1OC(=O)CCCCCCc2ccccc21
34: COc1cccc(/C=C2\SC(=S)N(CCCC(=O)Nc3ccc(C(=O)O)cc3)C2=O)c1
35: Cc1ccc(NC2=CC(=O)CCC2)cc1C
36: CC/C(=N/NC(=O)c1ccccc1O)c1c(C)[nH]n(-c2ccccc2)c1=O
assay / entry,31,32,33,34,35,36
GLP1R cytotox,3%,-28%,1%,-13%,11%,10%
pAkt inh,i,i,i,i,i,i
aSyn yeast inh,2%,17%,9%,3%,0%,0%
PTHR1 agonist,i,-16%,20%,-35%[inhibitor],i,-25%
Mm-Cpn inhibitor,·,1%,0%,-2%,0%,·
Abeta rescue,2%,18%,4%,3%,5%,-20%
TDP43 rescue,21%,1%,7%,3%,-5%,0%[1.82 µM]
FUS yeast rescue,-19%,41%,-1%,15%,8%,49%
GLP1R inv ag,1%,0%,2%,?,2%,?

37: CCCN1CCC(C)(C(=O)Nc2cccc(OC(C)C)c2)C1 (stereo not given)
38: O=C(CC1Sc2ncnn2C1=O)Nc1ccc(Cl)cc1 (stereo not given)
39: Cn1c(=O)c2[nH]c(CNc3ccc(C(=O)O)cc3)nc2n(C)c1=O
40: COc1ccc(-n2nnc3c(=O)n(CC(=O)Nc4ccc5c(c4)OCCO5)cnc32)cc1OC
41: CCCC(C)NC(=O)CSc1nc2ccc(C)cc2[nH]1 (stereo not given)
42: Cc1cc(C)c2c(-n3cccc3)c(C(=O)NCC(C)c3ccccc3)sc2n1 (stereo not given)
43: CCCC(=O)Oc1ccc2c(C)cc(=O)oc2c1
44: CCOc1ccc2nc(N3CCCC(C(=O)NCc4ccccc4Cl)C3)sc2c1 (stereo not given)
assay / entry,37,38,39,40,41,42,43,44
GLP1R cytotox,7%,15%,17%,-2%,6%,6%,93%[activator],-7%
pAkt inh,i,i,i,i,i,·,i,·
aSyn yeast inh,0%,-7%,-1%,2%,-7%,·,2%,·
PTHR1 agonist,-14%,i,?,i,-11%,-43%[inhibitor],i,i
Mm-Cpn inhibitor,·,-29%,1%,1%,1%,·,-5%,·
Abeta rescue,-13%,-15%,-9%,9%,-6%,2%,11%,-2%
TDP43 rescue,4%,?,-6%,4%,-22%,19%,-8%,?
FUS yeast rescue,-19%,-19%,-10%,·,-4%,2%,-21%,-12%
GLP1R inv ag,-3%,0%,7%,5%,-22%,6%,14%,2%

Complete entries as entered above. Screens in order: GLP1R cytotox, pAkt inh, aSyn yeast inh, PTHR1 agonist, Mm-Cpn inhibitor, Abeta rescue, TDP43 rescue, FUS yeast rescue, GLP1R inv ag
COc1ccc(-n2nnc3c(=O)n(CC(=O)Nc4ccc5c(c4)OCCO5)cnc32)cc1OC across the screens: -2%, i, 2%, i, 1%, 9%, 4%, ·, 5%
CCCC(C)NC(=O)CSc1nc2ccc(C)cc2[nH]1 (stereo not given) across the screens: 6%, i, -7%, -11%, 1%, -6%, -22%, -4%, -22%
